Bioassay records as filed in PubChem.
m5-HT2A agonist: agonists of mouse serotonin 5-HT2A receptor (HTR2A); P35363; CHO-K1 mHTR2A beta-arrestin complementation, luminescence; percent of 30 µM serotonin response; activation, % at 7.6 µM; 360,000 tested, 0.66% active;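 active = activation above a run cutoff, the mean activation of all tested compounds plus 3 SD, cut at about 14% in these data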;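 note: 0% = plate median of compound wells and 100% = 30 µM serotonin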
Target sequence (P35363 whole entry, looked up): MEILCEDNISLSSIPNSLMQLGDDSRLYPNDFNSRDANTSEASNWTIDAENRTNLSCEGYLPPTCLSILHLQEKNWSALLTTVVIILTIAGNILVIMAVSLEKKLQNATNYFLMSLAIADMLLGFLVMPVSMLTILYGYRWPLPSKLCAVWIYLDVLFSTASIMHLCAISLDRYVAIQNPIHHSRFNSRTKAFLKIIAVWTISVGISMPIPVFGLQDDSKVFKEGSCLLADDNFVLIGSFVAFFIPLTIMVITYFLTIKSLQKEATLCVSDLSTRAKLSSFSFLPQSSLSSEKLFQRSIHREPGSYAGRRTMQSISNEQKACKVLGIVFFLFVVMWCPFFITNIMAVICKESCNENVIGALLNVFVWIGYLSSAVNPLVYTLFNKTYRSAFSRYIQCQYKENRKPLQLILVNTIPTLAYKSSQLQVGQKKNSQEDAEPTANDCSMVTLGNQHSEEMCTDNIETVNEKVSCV
Shn3 inh set2: reduces Shn3 3'UTR luciferase signal in osteoblasts; Clone20 osteoblast Shn3 3'UTR firefly luciferase, 24 h; 360,000 tested, 0.52% active; inhibition, % at 12.5 µM; AID 588674;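 active = mean inhibition of at least 75% with every replicate also reaching 75%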;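 note: 0% = median of neutral control wells and 100% = pilot-screen positive control compound; some compounds past the cut are filed as inactive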
CaV13 ICDI inh: Primary screen for inhibitors of IQ motif and Ca2+-dependent inactivation inhibitor domain binding in CACNA1D, Förster resonance energy transfer in living cells, …; HEK cells, CFP/YFP FRET ICDI-IQ, plate reader, 10 min; percent FRET-ratio fall versus neutral wells; inhibition, % at 12.3 µM; 340,000 tested, 0.098% active;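 active = mean replicate inhibition of at least 30% and at least 1% of replicates passing that level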;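 note: 0% = median of the neutral control wells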
iPSC survival up: enhancers of human iPSC single-cell survival | survival enhancement, % at 20 µM | 360,000 tested, 0.044% active | AID 602274 | hiPSC single-cell survival, ATPlite luminescence; 100% = ROCK inhibitor wells, 0% = DMSO; in the data active = survival enhancement above about 18%;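 note: cells exposed to compounds for 16 hours before the ATP read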
Peg3 promoter: reduces Peg3 promoter-driven luciferase expression in HeLa; HeLa PEG-Prom luciferase reporter, luminescence, overnight; AID 588405; inhibition, % at 20 µM; 360,000 tested, 1.7% active;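 active = inhibition of at least 50% at 20 µM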
Cardio protect: modulators protecting cardiomyocytes from myocardial damage | protection from H2O2 cell death, % at 20 µM | H9c2 cardiomyocytes, H2O2 injury protection, ATPLite, 2 h | 360,000 tested, 0.63% active | AID 588492;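 active = compounds giving at least 50% protection of heart cells from peroxide-induced death in the single-dose screen, raw or plate-pattern-corrected value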;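 note: 0% = DMSO wells with peroxide and 100% = DMSO wells without peroxide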
MITF TRPM1 inh: inhibitors of MITF-driven TRPM1 promoter in melanoma cells. AID 488899. 330,000 tested, 0.83% active. SK-MEL-5 TRPM1 promoter luciferase, 24 h. inhibition, % at 12.5 µM;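 active = mean inhibition across replicates of 60% or more, whatever share of single replicates reaches that level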; note: values of inactives mirror those of a sister screen read the other way
NR2E3 ag-1: agonists of human NR2E3 nuclear receptor; Q9Y5X4; CHO-S Gal4-NCOR/VP16-NR2E3 two-hybrid, luciferase; inhibition of corepressor binding, % at 3.98 µM; 360,000 tested, 0.35% active; AID 602229;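 active = inhibition above the mean of all tested compounds plus 3 SD, cut at about 70% in these data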;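 note: 0% = DMSO with NR2E3 transfected cells and 100% = cells lacking NR2E3 construct; higher means lower luciferase signal from less NR2E3 corepressor binding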
Target sequence (Q9Y5X4 whole entry, looked up, the tested form may be a part): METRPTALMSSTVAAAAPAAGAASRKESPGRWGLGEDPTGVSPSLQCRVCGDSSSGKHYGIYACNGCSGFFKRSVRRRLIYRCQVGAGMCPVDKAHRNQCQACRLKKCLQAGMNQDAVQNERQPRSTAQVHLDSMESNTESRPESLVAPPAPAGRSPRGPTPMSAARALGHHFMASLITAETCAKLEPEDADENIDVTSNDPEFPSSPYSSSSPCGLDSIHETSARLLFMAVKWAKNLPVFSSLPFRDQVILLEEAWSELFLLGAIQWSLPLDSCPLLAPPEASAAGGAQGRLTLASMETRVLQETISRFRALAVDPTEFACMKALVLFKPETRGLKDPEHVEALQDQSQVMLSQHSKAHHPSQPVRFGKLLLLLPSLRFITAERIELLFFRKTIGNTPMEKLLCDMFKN
PDI turbidity: inhibitors of human protein disulfide isomerase | P07237 | PDI insulin aggregation turbidity, A650, 90 min | inhibition, % at 10 µM | 350,000 tested, 0.052% active | AID 588391;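 active = mean inhibition across replicates of 30% or more, whatever share of single replicates reach that level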;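 note: absorbance from insulin aggregation driven by PDI reduction with DTT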
HIF-2a block: blocks HIF-2a reporter activity; 786-0 RCC cells HIF-2a reporter, luciferase luminescence, overnight; inhibition, % at 18.8 µM; 360,000 tested, 0.72% active;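 active = inhibition of the luminescence signal of 40% or more relative to plate controls, in a single-dose primary screen at 18.75 µM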
NR2E3 ag-2: NR2E3 (human) agonism | Q9Y5X4 | GST-NR2E3/biotin-RetCOR TR-FRET, 1536-well | inhibition of corepressor binding, % at 4.78 µM | 320,000 tested, 0.12% active | AID 2300;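 active = percent inhibition above the cutoff of mean plus 3 SD of all tested compounds, set per screening campaign, cut at about 20% in these data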;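 note: 0% = DMSO wells and 100% = biotin wells as full block of FRET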
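Assay system: NR2E3–RetCOR corepressor complex. Quantity: 1.35 nM GST-NR2E3. Buffer or medium: pH 7.5 Tris-based buffer. Reagent: biotinylated RetCOR corepressor at 7 nM final. Schedule: 5 h at 4 °C. Detection: TR-FRET, emission read at 617 and 671 nm. Replicates: one well per compound, singlicate testing.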
An asterisk follows results filed as active; · = no result given.

A first look, 11 compounds:
SMILES	m5-HT2A agonist	Shn3 inh set2	CaV13 ICDI inh	iPSC survival up	Peg3 promoter	Cardio protect	MITF TRPM1 inh	NR2E3 ag-1	PDI turbidity	HIF-2a block	NR2E3 ag-2
CC(=O)/C(=N\Nc1cccc(Cl)c1)Sc1cccc2cccnc12	2	13	-7	0.8	2	-4	10	10	1	3	1
CCOc1ccc(OCC)c(NC(=O)CCS(=O)(=O)c2ccc(C)cc2)c1	2	13	-19	-0.3	14	3	-10	-13	0	19	2
C/C(=N\NC(=O)c1cccc([N+](=O)[O-])c1)c1ccco1	-3	-8	-20	0.7	-10	2	2	-13	-2	-20	1
CCOC(=O)c1c(NC(=O)c2cccs2)sc(C(=O)N(C)C)c1C	0	20	-4	0.6	-1	17	-1	0	2	-1	-1
CC(=O)Nc1sc(C)c(C)c1C(=O)OCC(=O)N(C)C1CCS(=O)(=O)C1 (stereo not drawn)	-2	10	-3	-1.3	6	3	14	-21	-2	14	-1
CCN(CCS(=O)(=O)c1ccc(Cl)cc1)C(=O)Nc1ccc(Cl)cc1	-7	-14	-4	-0.4	9	-1	-11	-3	8	2	3
CCOc1ccc(OCCC(=O)OCC(=O)c2c(N)n(C)c(=O)n(C)c2=O)cc1	-3	-7	-7	0.0	-7	2	-9	-6	-1	0	-2
Cc1ccc(-c2ccc(C(=O)O)o2)cc1Cl	-7	5	-2	-0.1	-37	4	8	-72	-4	-44	1
Cc1nnc(SCC(=O)N2CCCC(N3CCN(c4ccc(F)cc4)CC3)C2)o1 (stereo not drawn)	1	-18	-7	-0.3	6	-1	4	4	-6	15	2
Cc1cc(C)nc(SCCn2c(N3CCOCC3)nc3c2c(=O)[nH]c(=O)n3C)n1	3	-25	-5	1.6	7	9	-3	-14	1	16	-5
Cc1ccc(NC(=O)C(C)OC(=O)COc2cccc(C(F)(F)F)c2)cc1 (stereo not drawn)	-8	-1	-14	-0.4	-11	7	-7	0	0	1	2

Results (from the top)
SMILES	m5-HT2A agonist	Shn3 inh set2	CaV13 ICDI inh	iPSC survival up	Peg3 promoter	Cardio protect	MITF TRPM1 inh	NR2E3 ag-1	PDI turbidity	HIF-2a block	NR2E3 ag-2
CC(=O)/C(=N\Nc1cccc(Cl)c1)Sc1cccc2cccnc12	2	13	-7	0.8	2	-4	10	10	1	3	1
CCOc1ccc(OCC)c(NC(=O)CCS(=O)(=O)c2ccc(C)cc2)c1	2	13	-19	-0.3	14	3	-10	-13	0	19	2
C/C(=N\NC(=O)c1cccc([N+](=O)[O-])c1)c1ccco1	-3	-8	-20	0.7	-10	2	2	-13	-2	-20	1
CCOC(=O)c1c(NC(=O)c2cccs2)sc(C(=O)N(C)C)c1C	0	20	-4	0.6	-1	17	-1	0	2	-1	-1
CC(=O)Nc1sc(C)c(C)c1C(=O)OCC(=O)N(C)C1CCS(=O)(=O)C1 (stereo not drawn)	-2	10	-3	-1.3	6	3	14	-21	-2	14	-1
CCN(CCS(=O)(=O)c1ccc(Cl)cc1)C(=O)Nc1ccc(Cl)cc1	-7	-14	-4	-0.4	9	-1	-11	-3	8	2	3
CCOc1ccc(OCCC(=O)OCC(=O)c2c(N)n(C)c(=O)n(C)c2=O)cc1	-3	-7	-7	0.0	-7	2	-9	-6	-1	0	-2
Cc1ccc(-c2ccc(C(=O)O)o2)cc1Cl	-7	5	-2	-0.1	-37	4	8	-72	-4	-44	1
Cc1nnc(SCC(=O)N2CCCC(N3CCN(c4ccc(F)cc4)CC3)C2)o1 (stereo not drawn)	1	-18	-7	-0.3	6	-1	4	4	-6	15	2
Cc1cc(C)nc(SCCn2c(N3CCOCC3)nc3c2c(=O)[nH]c(=O)n3C)n1	3	-25	-5	1.6	7	9	-3	-14	1	16	-5
Cc1ccc(NC(=O)C(C)OC(=O)COc2cccc(C(F)(F)F)c2)cc1 (stereo not drawn)	-8	-1	-14	-0.4	-11	7	-7	0	0	1	2
N#Cc1ccc(Oc2nc(C(N)=O)cc(-c3ccccc3)n2)cc1	-2	13	-4	-0.8	29	14	10	-12	4	14	-1
CSc1ccccc1C(=O)NC(C)c1ccc(-n2ccnc2)cc1 (stereo not drawn)	-1	1	-5	1.4	14	4	-6	7	1	11	0
CCN(CC)C1CCN(C(=O)c2cc(COc3ccc(-n4cncn4)cc3)on2)C1 (stereo not drawn)	16*	18	-3	-0.3	1	8	-8	-21	-2	6	0
NNc1nc(N)c2c(n1)-c1ccccc1CC21CCCC1	-2	-11	-4	-0.7	22	4	8	-1	-2	29	2
CC(Sc1nc(C(C)(C)C)cc(-c2ccccc2)c1C#N)C(=O)Nc1ccccc1 (stereo not drawn)	1	14	-4	-0.8	23	-4	10	-40	-14	15	-1
O=c1c2ccccc2nc(-c2ccccc2)n1CCN1CCOCC1	3	9	-5	-1.5	-5	1	4	17	-4	10	1
Cc1nnc(SC(C)C(=O)Nc2ccc(Cl)cc2Cl)[nH]c1=O (stereo not drawn)	-5	4	-3	-0.5	9	-6	-1	8	7	15	·
O=c1sc2ccccc2n1COc1ccc(Cl)cc1	-5	-56	·	0.6	-156	-4	-26	-80	-1	-206	1
N#Cc1ccc(S(=O)(=O)NC2CCN(Cc3ccccc3)CC2)cc1	-3	19	-19	-0.1	8	-3	11	19	-3	14	-2
Cc1c(CC(=O)NCC(=O)O)c(=O)oc2cc3occ(-c4ccccc4)c3cc12	0	4	-3	-0.5	7	-1	2	-6	-2	19	-2
COc1ccc(CN2CC(C(=O)NCCCN3CCN(Cc4ccccc4)CC3)CC2=O)cc1 (stereo not drawn)	-3	24	·	-1.3	7	2	1	-5	-3	10	-5
CCOC(=O)CCCNC(=O)COC(=O)c1cc(Br)c(Br)s1	-5	13	-5	2.5	1	10	2	-18	3	17	6
Cc1ccc(C(=O)Nc2cccc([N+](=O)[O-])c2)cc1S(=O)(=O)Nc1cccc(C(=O)O)c1	2	7	-3	3.1	-6	4	12	2	-6	4	6
COc1ccc2cc(Br)ccc2c1CC(=O)N(C)C	0	-6	-6	0.6	6	8	-2	27	4	12	1
CCC(Sc1ncccc1C(=O)Oc1cccc([N+](=O)[O-])c1)C(=O)Nc1ccccc1OC (stereo not drawn)	2	1	-6	-0.8	28	-1	8	20	2	12	5
Cc1ccsc1C(=O)NNC(=S)NCC(C)C	1	-8	-7	-1.6	-19	-4	-1	5	-9	-43	4
CSCCOC(=O)COc1ccc(/C=N/NC(=O)c2nn(C)cc2Cl)cc1	-1	3	-4	-1.3	-17	-5	-2	-38	-4	-13	0
O=C(NCCC1=CCCCC1)c1cnccn1	-3	-32	0	-2.0	-145	0	-60	-42	-2	-175	3
Cc1ccc(Nc2nnc(-c3ccc4c(c3)OCO4)o2)c(C)c1	-2	-77	-4	0.1	-309	-8	-31	-135	0	-274	0
CCOC(=O)C1(Cc2ccccc2)CCCN(CCO)C1 (stereo not drawn)	-1	5	-1	0.8	8	-11	-19	-3	-5	22	1
Clc1ccc(C2[C@H]3CN(CC4CCCCC4)[C@H](c4ccccc4)C34CC2(c2cccnc2)C4)cn1 (stereo partly drawn)	-7	21	-4	-0.5	5	-7	-1	1	4	15	1
COc1ccc(Br)c(C(=O)OCC(=O)NC2CCCCCC2)c1	4	8	-3	0.9	10	-4	4	-40	-9	1	-2
CC(NC(=O)c1ccc2c(c1)OCO2)c1ccccc1 (stereo not drawn)	-5	-3	-3	0.0	3	0	-16	-20	-4	-3	-1
CC(C)Cn1c(-c2nn(C)cc2Cl)n[nH]c1=S	-4	-5	·	5.7	25	6	-2	16	-4	13	3
COC(=O)c1ccc(C(NC(=O)OCc2ccccc2)/C(F)=C/[C@@H](C)C(=O)O)cc1 (stereo partly drawn)	-5	-18	-5	-1.1	-15	2	11	-10	3	3	1
O=C1Nc2ccccc2C12OCC1(CO2)COC2(OC1)C(=O)Nc1ccccc12 (stereo not drawn)	7	17	·	3.5	42	11	1	-23	9	16	-3
COC(=O)Cc1c(C)nc2nc(Cc3ccccc3)[nH]n2c1=O	0	13	-5	3.6	-5	29	-5	-16	-4	9	2
Cc1ccccc1N(C(=O)CNC(=O)c1cccs1)C(C(=O)NC1CCCC1)c1ccncc1 (stereo not drawn)	-1	5	-7	-0.4	23	2	-13	-2	-12	15	4
COC(=O)c1ccc(CSc2nc3c(cnn3-c3ccc(F)cc3)c(=O)[nH]2)o1	3	-5	-7	-2.6	8	3	4	-17	-2	-1	-2
CC(Oc1ccccc1Cl)C(=O)Nc1ccc(S(=O)(=O)N2CCN(C)CC2)cc1 (stereo not drawn)	-2	-65	-5	-2.9	-88	0	-32	-106	6	-66	·
CN(CCC1CCCCO1)C(=O)c1cc(COc2ccc(F)cc2F)on1 (stereo not drawn)	-7	-14	-5	-0.5	-28	-4	-5	10	-3	-89	4
Cc1cc(C)c(NC(=O)CN2C(=O)NC3(CCc4ccccc43)C2=O)c(Cl)c1 (stereo not drawn)	6	-3	-2	0.9	-7	0	1	-7	-3	5	·
CC(=O)N1CCCN(C(=O)c2cc(COc3c(F)cccc3F)on2)CC1	1	-20	-12	-0.4	10	-2	-5	-11	-2	-9	-3
COc1cc(/C=N/NC(N)=O)ccc1OCC(=O)Nc1ccc(C)c(C)c1	-1	-31	-2	-0.4	10	3	-3	25	1	0	-2
COc1ccc(/C=C/C(=O)NCCCN2CCOCC2)cc1	-1	-32	-4	-0.4	-5	-1	-14	9	-3	7	·
O=C(COC(=O)c1ccc(Cl)nc1)NCc1ccc2c(c1)OCO2	1	2	-6	-0.3	-4	0	1	-15	-13	7	-1
Cc1c(-c2ccccc2)oc2c(C(=O)OCC(=O)Nc3ccc(C(N)=O)cc3)cccc2c1=O	3	6	-12	0.8	-2	74*	-1	23	-1	19	2
CCC(Sc1nc(C)cc(C)n1)C(=O)NC1=NN=C(c2ccc(C)cc2)CS1 (stereo not drawn)	3	-8	-8	3.6	4	-4	-1	30	4	-24	1
